Compound activity from PubChem.
MrgX1 ag: agonists of human MrgX1 receptor, primary screen, HEK293 cells, Fluo-4 calcium flux; Mas-related G-protein coupled receptor member X1 (Homo sapiens), Q96LB2; Fluo-4 calcium fluorescence, agonist mode; hits give high values; B-score at 10 µM; actives 0.44% (n = 310,000);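 active = calcium response B-score plate-corrected fluorescence ratio at least 3 library SD, with starting fluorescence B-score inside 5 SD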
Target sequence (Q96LB2 whole entry, looked up): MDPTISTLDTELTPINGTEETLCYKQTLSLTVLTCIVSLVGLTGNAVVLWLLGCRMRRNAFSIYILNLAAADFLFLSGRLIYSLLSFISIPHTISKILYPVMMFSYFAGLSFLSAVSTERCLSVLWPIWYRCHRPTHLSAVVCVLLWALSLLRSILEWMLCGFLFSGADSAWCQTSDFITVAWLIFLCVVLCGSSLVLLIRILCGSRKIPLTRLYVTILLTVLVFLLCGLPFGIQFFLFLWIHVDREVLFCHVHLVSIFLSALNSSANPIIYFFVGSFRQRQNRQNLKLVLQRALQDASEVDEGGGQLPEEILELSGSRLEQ
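Assay system: MrgX1-expressing HEK293 cells / Amount: fifteen thousand cells per well / Doses: test compound in the initial addition of three / Timing: cells plated overnight, dye loaded 0.5 h 37 °C, 0.5 h room temperature / Technique: kinetic calcium dye fluorescence, Fluo-4 NW / Control set: positive and negative controls per plate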
ANO1 block: TMEM16A chloride channel inhibitors, primary screen, cell-based, HTS | Anoctamin-1 (Mus musculus), Q8BHY3 | HEK293 TMEM16A/YFP iodide influx fluorescence, ionomycin | normalized B-score (activity score, 25-100; higher = stronger inhibition) at 10 µM | actives 1.2% (n = 310,000) | AID 588511, 2011;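 active = ratio plate-corrected score three or more library SD toward inhibition, starting fluorescence score within five deviations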;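 note: score derived from kinetic fluorescence span divided by baseline fluorescence per well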
KCNK9 block: KCNK9 potassium channel inhibitors, primary screen, HEK293 cells, thallium flux; Potassium channel subfamily K member 9 (Homo sapiens), Q9NPC2; B-score at 10 µM; FluxOR thallium flux fluorescence; hits give low values; actives 1.2% (n = 310,000);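 active = ratio B-score over 3 SD below the library mean, with starting fluorescence within 5 SD of its mean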;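 note: negative B-score means less thallium flux so channel inhibition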
MrgX1 allo act: positive allosteric modulators of MrgX1, primary screen, HEK293 cells, Fluo-4 calcium flux; Mas-related G-protein coupled receptor member X1 (Homo sapiens), Q96LB2; FDSS; hits give high values; B-score at 10 µM; actives 0.63% (n = 310,000); AID 588675, 2011;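 active = plate-corrected calcium response at least 3 library SD above typical, normal starting fluorescence, not activating the receptor alone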;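 note: compound read alongside a low EC10 to EC30 dose of BAM8-22 agonist; peak minus trough fluorescence over baseline measured at the second addition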
RGS4 inh: RGS4 inhibitors, primary screen, cell-based, HEK293 M3R inducible RGS4, calcium flux; Regulator of G-protein signaling 4 (Homo sapiens), P49798; Fluo-4 calcium flux; hits give high values; triggered by carbachol at its EC20; B-score at 10 µM; actives 0.45% (n = 310,000);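 active = B-score, a plate-corrected calcium signal, over three deviations above library mean, with baseline fluorescence within five deviations of library mean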;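 note: RGS4 expression induced by doxycycline in cells with stable M3 receptor; B-score is computed from the integrated fluorescence ratio over baseline after carbachol; higher B-score means a larger calcium signal and so more RGS4 inhibition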
Target sequence (P49798 whole entry, looked up): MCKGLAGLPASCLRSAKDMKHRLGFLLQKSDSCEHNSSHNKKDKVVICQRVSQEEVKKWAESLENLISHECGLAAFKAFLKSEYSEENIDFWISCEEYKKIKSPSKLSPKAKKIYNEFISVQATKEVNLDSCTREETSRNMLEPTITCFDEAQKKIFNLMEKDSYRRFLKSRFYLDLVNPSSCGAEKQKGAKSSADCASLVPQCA
KCNK3 block: human KCNK3 channel inhibitors, primary screen, CHO cells, FluxOR thallium flux, B-score. actives 0.84% (n = 340,000). Potassium channel subfamily K member 3 (Homo sapiens), O14649. FluxOR fluorescence; hits give low values. B-score at 10 µM;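 active = B-score under library mean minus 4 SD, starting fluorescence ratio at most library mean plus 5 SD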;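 note: more negative B-score means stronger inhibition of thallium flux through KCNK3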
Target sequence (O14649 whole entry, looked up): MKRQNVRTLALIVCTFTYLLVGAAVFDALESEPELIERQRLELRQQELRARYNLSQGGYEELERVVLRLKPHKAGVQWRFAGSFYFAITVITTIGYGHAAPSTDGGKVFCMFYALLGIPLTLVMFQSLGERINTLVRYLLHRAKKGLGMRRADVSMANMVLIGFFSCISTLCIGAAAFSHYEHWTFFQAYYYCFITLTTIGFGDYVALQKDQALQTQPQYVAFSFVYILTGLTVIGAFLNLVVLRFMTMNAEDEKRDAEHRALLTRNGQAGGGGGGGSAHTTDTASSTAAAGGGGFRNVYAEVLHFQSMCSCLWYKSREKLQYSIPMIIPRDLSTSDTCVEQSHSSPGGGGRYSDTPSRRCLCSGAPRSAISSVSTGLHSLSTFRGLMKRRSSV
RGS4 act: RGS4 potentiators or activators, primary screen, cell-based, HEK293 M3R inducible RGS4, calcium flux; AID 463111, 2010; B-score at 10 µM; carbachol calcium flux Fluo4; hits give low values; actives 0.92% (n = 310,000);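 active = B-score of the integrated calcium signal more than 4 SD below the library mean, with starting fluorescence not abnormally high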;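 note: negative B-score means reduced calcium response which marks RGS4 activation or potentiation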
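Assay system: HEK293 FlpIn-TREx cells, stable M3R, doxycycline-inducible RGS4 / Probe or stimulus: carbachol, ECmax concentration / Times: overnight RGS4 induction, 30 min dye load 37 °C, 20 min compound RT / Signal: kinetic calcium fluorescence imaging with Fluo4-AM dye, 2 µM / Measure: Agonist-evoked peak-minus-minimum fluorescence over baseline, integrated ratio, B score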
KCNQ1 act: potentiators or activators of KCNQ1 channel, primary screen, cell-based, thallium flux, high-throughput | Potassium voltage-gated channel subfamily KQT member 1 (Homo sapiens), P51787 | CHO-K1 KCNQ1, thallium flux FluxOR fluorescence; hits give high values | B-score at 10 µM | actives 0.35% (n = 310,000) | AID 2648, 2010;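 active = fluorescence ratio B-score, a plate-corrected score, at least three library SD, with initial intensity B-score within 5 SD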
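Medium – assay buffer, equal DMSO in all wells · Material – CHO-K1 cell line with stable KCNQ1 potassium channel expression · Signal – kinetic FluxOR thallium fluorescence, 10-s 1-Hz baseline, 110-s post-stimulus read · Compound – single concentration per compound, DMSO matched to controls · Schedule – 37 °C overnight plating, 90-min dark dye load, 20-min compound pretreatment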
KCNQ1 block: inhibitors of human KCNQ1 channel, primary screen, cell-based, thallium flux, high-throughput | CHO-K1 KCNQ1, FluxOR thallium flux fluorescence; hits give high values | B-score at 10 µM | actives 1.3% (n = 310,000);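 active = compounds whose thallium flux B-score, printed positive for inhibition, exceeds three library SD while starting fluorescence stays within three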;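 note: channel opened by potassium depolarization with thallium stimulus after 20 min compound exposure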
ANO1 activ: TMEM16A chloride channel activators or potentiators, primary screen, cell-based, HTS; Anoctamin-1 (Mus musculus), Q8BHY3; HEK293 TMEM16A/YFP-H148Q/I152L, iodide quench fluorescence; hits give low values; B-score at 10 µM; actives 0.3% (n = 340,000); AID 623877, 2012;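 active = fluorescence-ratio B-score plate-corrected deviation score at least 3 library SD below zero, with starting fluorescence score within 5 deviations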;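 note: channel opened by trigger with iodide after compound preincubation; score built on the fluorescence ratio of max minus min over baseline; more negative score means more quench and so TMEM16A activation or potentiation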
hERG rescue: hERG rescue from dofetilide block, primary screen, cell-based, CHO-hERG, FluxOR thallium flux, dofetilide IC70 | actives 0.51% (n = 310,000) | activation (rescue from dofetilide block), less the hit threshold, % at 10 µM | dofetilide IC70 present | Voltage-gated inwardly rectifying potassium channel KCNH2 (Homo sapiens), Q12809;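 active = activation above the mean of controls blocked by dofetilide plus 5 SD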;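 note: thallium influx through hERG after potassium depolarization seen as dye fluorescence rise; in these data hits start at about 4.7%; inactives centre near -7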
Active calls of the source: *; i = inactive; x = not tested or not shown.

Structure | KCNK9 block | hERG rescue | RGS4 inh | MrgX1 allo act | MrgX1 ag | ANO1 activ | RGS4 act | KCNK3 block | ANO1 block | KCNQ1 block | KCNQ1 act
Cc1cc(C)c(C#N)c(N2CCN(CCOc3ccc(Cl)cc3)CC2)n1 | i | -12.8 | i | i | i | i | i | i | 25* | i | i
CC(=O)O[C@H]1CC[C@@]2(C)[C@@H](CC[C@@H]3[C@@H]2CC[C@]2(C)[C@@H](C(C)(C)O)C[C@@H]32)C1 | i | -7.6 | i | i | i | i | i | i | i | i | i
C=C1CCC[C@]2(C)C[C@H]3OC(=O)C(CNCCN(C)C)[C@H]3CC12 (some centres undefined) | i | -4.0 | i | i | i | i | i | i | i | i | i
O=C(CCn1cnc2ccccc2c1=O)Nc1ccc2c(c1)OCCO2 | i | 0.6 | i | i | i | i | i | i | i | i | i
COc1ccc(N2CCOCC2)c(NC(=O)c2cccs2)c1 | i | -4.9 | i | i | i | i | i | i | i | i | i
O=C(C1CCCO1)N1CCN(C(=S)Nc2ccc(Cl)c(Cl)c2)CC1 (centres undefined) | i | -8.0 | i | i | i | i | i | i | i | i | i
CCn1c(C)nc2cc(C(=O)OCCC(F)(F)F)ccc21 | i | -5.8 | i | i | i | i | i | i | i | i | i
CCCCN(C(=O)c1cccc(S(=O)(=O)N(C)c2ccc(C)cc2)c1)c1c(N)n(CCCC)c(=O)[nH]c1=O | i | -10.0 | i | i | i | i | i | i | i | i | i
Cn1nccc1C(=O)Nc1ccc(S(=O)(=O)N2CCCC2)cc1 | i | -12.9 | i | i | i | i | i | i | i | i | i
Cc1ccc(NC(=O)CSc2nc3ccccc3c(=O)n2CCCC(=O)N2CCCC2)cc1 | i | -11.0 | i | i | i | i | i | i | i | i | i
CCCCC(=O)N/N=C(\C)CC(=O)Nc1ccccc1Br | i | -2.3 | i | i | i | i | i | i | i | i | i
Cc1ccc(S(=O)(=O)NNC(=O)CCC(=O)Nc2ccc(C)cc2C)cc1 | i | -4.9 | i | i | i | i | i | i | i | i | i
Cc1ccc(N=Nc2cc(C)ccc2N)cc1 | i | -17.8 | i | i | i | i | i | i | i | i | i
O=C1Nc2ccccc2Oc2cc([N+](=O)[O-])cc(Oc3ccccc3)c21 | i | -6.9 | i | i | i | i | i | i | i | i | i
COc1ccc(CCN(C)C(=O)CN2C(=O)NC3(CCCCC3C)C2=O)cc1OC (centres undefined) | i | -10.4 | i | i | i | i | i | i | i | i | i
Clc1ccccc1/C=C/c1ccnc2ccccc12 | i | -12.9 | i | i | i | i | i | i | i | i | i
O=C(O)c1cccnc1Sc1ccccc1Cl | i | -7.3 | i | i | i | i | i | i | i | i | i
CC1(c2ccc(O)cc2)NC(=O)N(c2ccccc2)N1 (centres undefined) | i | -5.1 | i | i | i | i | i | i | i | i | i
Cc1c(Cl)ccc(S(=O)(=O)N2CCN=C2c2ccccc2)c1Cl | i | -4.9 | i | i | i | i | i | i | i | i | i
COc1cc(SC)ccc1C(=O)NC(C)C | i | -10.7 | i | i | i | i | i | i | i | i | i
O=C(NC(=O)c1ccc(F)cc1)Nc1nc(-c2cccs2)cc(C(F)(F)F)n1 | i | -8.3 | i | i | i | i | i | i | i | i | i
COc1ccccc1NS(=O)(=O)c1cccc(C(=O)N/N=C/c2ccc(C)o2)c1 | i | -10.7 | i | 17.6* | i | i | i | i | i | i | i
OCCNc1nc(-c2ccccc2)c2ccccc2n1 | i | -4.9 | i | i | i | i | i | i | i | i | i
COc1ccccc1NC(=O)N1CCc2[nH]c3ccc(F)cc3c2C1 | i | -5.3 | i | i | i | i | i | i | i | i | i
COc1ccc(-c2nc(-c3ccccc3)c(-c3cc([N+](=O)[O-])ccc3C)[nH]2)cc1OC | -12.2* | -7.3 | i | i | i | i | i | i | i | 14* | i
C/C(=N/O)c1ccc2c(c1)OCCOCCOc1cc(/C(C)=N/O)ccc1OCCOCCO2 | i | -5.7 | i | i | i | i | i | i | i | i | i
CC1CCc2ccccc2N1C(N)=Nc1ccccc1 (centres undefined) | i | -12.4 | i | i | i | i | i | i | i | i | i
O=C(COC(=O)CCCOc1ccccc1)NC1CCS(=O)(=O)C1 (centres undefined) | i | -5.6 | i | i | i | i | i | i | i | i | i
CCOC(=O)C1CCN(C(=O)CCc2nnc3ccc(N4CCN(C)CC4)nn23)CC1 | i | -6.9 | i | i | i | i | i | i | i | i | i
COc1ccccc1Oc1ncnc2c1oc1ccccc12 | i | -9.4 | i | 15.3* | i | i | i | i | i | i | i
COc1ccccc1Oc1ccc2c(c1)C(=O)N(c1cccc3ncccc13)C2=O | i | -11.8 | i | x | x | i | i | i | x | i | i
COCCCNc1nc2c(c(=O)[nH]c(=O)n2C)n1CC(O)COc1cccc(C)c1 (centres undefined) | i | -10.8 | i | i | i | i | i | i | i | i | i
CCc1ccc(NC(=O)NCC2CCN(Cc3cccc(Cl)c3)CC2)cc1 | i | -14.1 | i | i | i | i | i | i | i | i | i
COc1ccc(C2C(C#N)=C3NC(=O)c4c(sc5c4CCCCC5)N3C3=C2C(=O)CC(C)(C)C3)cc1 (centres undefined) | i | -11.8 | i | i | i | i | i | i | i | i | i
O=C(COc1ccc(S(=O)(=O)N2CCOCC2)cc1)NCC1CCCO1 (centres undefined) | i | -4.6 | i | i | i | i | i | i | i | i | i
Cc1c(C(=O)N/N=C/c2ccc(Cl)cc2)[nH]c2ccc(Cl)cc12 | i | -8.8 | i | i | i | i | i | i | i | i | i
N[C@@H](Cc1ccccc1)C(=O)N1CCC(C(=O)NCC(=O)NCC(=O)O)CC1 | i | -6.9 | i | i | i | i | i | i | i | i | i
COc1cc(-c2nnc(COC(=O)c3cc(C)nc4ccc(C)cc34)o2)cc(OC)c1OC | i | -4.7 | i | i | i | i | i | i | i | i | i
CCCCn1c(N)c(N(CCOC)C(=O)COC(=O)/C=C/c2ccc(Br)cc2)c(=O)[nH]c1=O | i | -8.0 | i | i | i | i | i | i | i | i | i
COC(=O)N/N=C/c1ccc(-c2ccc(Cl)cc2Cl)o1 | i | -3.4 | i | i | i | i | i | i | i | i | i
COc1ccc(N2CCN(C(=O)Cn3cncn3)CC2)cc1 | i | -4.6 | i | i | i | i | i | i | i | i | i
N/C(=N/OCC(=O)Nc1cccc2ccccc12)c1nonc1N | i | -9.2 | i | i | i | i | i | i | i | i | i
COc1ccc(Oc2ccccc2C=O)cc1 | i | -5.2 | i | i | i | i | i | i | i | i | i
Cc1cccnc1CNC(=O)C1CCC(=O)N(CCc2cccc(F)c2)C1 (centres undefined) | i | -4.8 | i | i | i | i | i | i | i | i | i
CCN(CC)C(=O)CSC1=N/C(=C/c2ccco2)C(=O)N1c1ccc(OC)c(Cl)c1 | i | -3.6 | i | i | i | i | i | i | i | i | i
COc1ccc(N(C(C)C(=O)N2CCCC2)S(C)(=O)=O)cc1 (centres undefined) | i | -4.8 | i | i | i | i | i | i | i | i | i
O=C(NCCCN1CCN(c2ccccc2F)CC1)Nc1ccccc1[N+](=O)[O-] | i | -8.1 | i | i | i | i | i | i | i | i | i
COc1ccc(/C=C(/NC(=O)/C=C/c2ccccc2)C(=O)NCCCCCC(=O)O)cc1 | i | -11.7 | i | i | i | i | i | i | i | i | i
CCOC(=O)c1ccc(NC(=O)c2cnccn2)cc1 | i | -7.3 | i | x | x | i | i | i | x | i | i
O=C(NC1CCS(=O)(=O)C1)/C(=C\c1ccc(F)cc1)NC(=O)c1ccccc1 (centres undefined) | i | -10.6 | i | i | i | i | i | i | i | i | i
C/C(=N\NC(=O)CNC(=O)C(c1ccccc1)c1ccccc1)c1ccccc1 | i | -9.8 | i | i | i | i | i | i | i | i | i
Cn1nnnc1SCc1nc2ccccc2[nH]1 | i | -6.6 | i | i | i | i | i | i | i | i | i
CC(=O)Nc1ccc(S(=O)(=O)N(C)c2ccc(OCC(=O)OCC(=O)Nc3ccc(OC(F)F)cc3)cc2)cc1 | i | -20.3 | i | i | i | i | i | i | i | i | i
CCCCN(C)C(=O)c1ccc2c(c1)N(CC)C(=O)c1ccccc1S2=O (centres undefined) | i | -5.2 | i | i | i | i | i | i | i | i | i
CCCCCC(=O)NC(Cc1ccc(OC)c([N+](=O)[O-])c1)C(=O)O (centres undefined) | i | -4.0 | i | i | i | i | i | i | i | i | i
COC(=O)C1CC(c2ccc(Cl)cc2)=NO1 (centres undefined) | i | -6.1 | i | i | i | i | i | i | i | i | i
CN(C)S(=O)(=O)c1ccc(C(=O)OC2CCOC2=O)cc1 (centres undefined) | i | -10.5 | i | i | i | i | i | i | i | i | i
CCC1(c2ccccc2)NC(=O)N(Cc2ccc(C(=O)OC)cc2)C1=O (centres undefined) | i | -13.1 | i | i | i | i | i | i | i | i | i
Cc1onc(-c2c(F)cccc2Cl)c1C(=O)NCc1ccc2c(c1)OCO2 | i | -2.6 | i | i | i | i | -7.37* | i | i | i | i
CN(C)c1ccnc(Oc2ccc(Cl)cc2)c1C#N | i | -7.5 | i | i | i | i | i | i | i | i | i
CCOc1ccc(NC(=O)C2C3CC/C=C\CCC32)cc1 (centres undefined) | i | -0.8 | i | i | i | i | i | i | i | i | i
COc1ccc(-c2csc3ncnc(N4CCN(S(=O)(=O)c5cccc(Br)c5)CC4)c23)cc1 | i | -16.8 | i | i | i | i | i | i | i | i | i
